# Source: PubChem (several laboratories)
# Neddylation inh: inhibitors of cullin neddylation, primary screen, biochemical, TR-FRET, uHTS, NAE and Ubc12; NEDD8-conjugating enzyme Ubc12 (Homo sapiens) + NEDD8-activating enzyme E1 regulatory …; calls only at 25 µM; hit rate 0.58% among 360,000; AID 651699, 2012; in the data active means inhibition above about 36%
# Target sequence (P61081 whole entry, looked up): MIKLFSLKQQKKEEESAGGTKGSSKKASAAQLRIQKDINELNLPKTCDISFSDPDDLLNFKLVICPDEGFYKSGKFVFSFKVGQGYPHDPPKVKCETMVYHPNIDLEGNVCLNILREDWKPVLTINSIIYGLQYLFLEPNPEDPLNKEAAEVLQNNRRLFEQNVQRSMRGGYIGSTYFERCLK
# Target sequence (Q13564 whole entry, looked up): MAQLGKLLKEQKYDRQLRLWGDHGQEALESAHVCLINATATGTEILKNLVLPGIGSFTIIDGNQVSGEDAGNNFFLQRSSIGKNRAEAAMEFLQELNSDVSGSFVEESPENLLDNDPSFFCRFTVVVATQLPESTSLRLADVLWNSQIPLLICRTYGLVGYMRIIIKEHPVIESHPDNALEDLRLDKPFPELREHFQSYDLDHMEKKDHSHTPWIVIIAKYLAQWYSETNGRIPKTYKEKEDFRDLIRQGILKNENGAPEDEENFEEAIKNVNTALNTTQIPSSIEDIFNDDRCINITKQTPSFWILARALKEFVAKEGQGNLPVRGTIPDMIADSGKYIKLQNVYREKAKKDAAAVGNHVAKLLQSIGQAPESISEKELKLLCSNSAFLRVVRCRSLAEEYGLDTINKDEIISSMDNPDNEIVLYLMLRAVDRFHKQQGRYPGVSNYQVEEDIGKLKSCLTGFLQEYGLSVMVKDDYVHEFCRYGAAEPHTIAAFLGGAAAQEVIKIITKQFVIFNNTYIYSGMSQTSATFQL
# DNMT1 inh: human DNMT1 methyltransferase inhibitors, primary screen, biochemical, molecular beacon, fluorescence, HinP1I cleavage, uHTS. DNA (cytosine-5)-methyltransferase 1 (Homo sapiens), P26358. hit rate 0.83% among 360,000. inhibition (reported as % activation of signal), % at 10 µM; in the data active means inhibition above about 50%
# NadD inh: inhibitors of S. aureus NadD, primary screen, biochemical, colorimetric, uHTS. Nicotinate-nucleotide adenylyltransferase NadD (Staphylococcus aureus N315). purified NadD enzyme, colorimetric absorbance read-out. inhibition, % at 20 µM. hit rate 0.78% among 360,000. AID 602399, 2012; in the data active means inhibition above about 26%; further: some compounds past the cut are filed as inactive
# Scp1 inh: Scp-1 phosphatase inhibitors, primary screen, biochemical, colorimetric, uHTS; Recombinant Scp1, phosphopeptide, malachite green phosphate absorbance; inhibition, % at 20 µM; hit rate 0.88% among 340,000;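 active means inhibition above about 50% at 20 µM, limit read from the data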;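 further: plate controls were DMSO wells with enzyme for no effect and wells lacking enzyme for full effect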
#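 assay system = SCP-1 phosphatase catalytic domain, residues 76-261 | buffer or medium = 50 mM Tris acetate pH 5.5, 0.005% Tween-20, 10 mM MgCl2 | incubation = enzyme reaction 45 min at room temperature, colour 5 min, stabilisation 30 min | signal = Phosphate-binding colour reagent, absorbance read at 630 nm | measure = % inhibition at 20 µM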
# Rpn11 block: Rpn11 (PSMD14) deubiquitinase inhibitors, primary screen, biochemical, fluorescence polarization, uHTS. calls only at 20 µM. human 26S proteasome, Ub4-pepOG fluorescence polarization; 20S core pre-blocked with epoxomicin. hit rate 0.59% among 360,000. 26S proteasome non-ATPase regulatory subunit 14 (Homo sapiens), O00487;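 active means inhibition at 20 µM, scaled to each plate's controls, above about 33%, limit read from the data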
# Rin1-Abl PPI inh: inhibitors of Rin1-Abl protein binding, primary screen, biochemical, TR-FRET; Tyrosine-protein kinase ABL1 (Homo sapiens) + Ras and Rab interactor 1 (Homo sapiens), …; inhibition, % at 7.35 µM; hit rate 0.4% among 360,000; in the data active means inhibition above about 5%, passing the limit was not always enough
# LMPTP block: LMPTP phosphatase inhibitors, primary screen, biochemical, fluorescence intensity, uHTS. recombinant LMPTP-A, OMFP fluorogenic substrate. hit rate 0.22% among 360,000. inhibition, % at 20 µM. AID 651560, 2012;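 active means compounds that cut the enzyme signal by at least half of the control window in the single-dose screen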;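 further: plate controls were DMSO wells with enzyme plus substrate for no effect and substrate without enzyme for full effect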
# Target sequence (P24666 whole entry, looked up): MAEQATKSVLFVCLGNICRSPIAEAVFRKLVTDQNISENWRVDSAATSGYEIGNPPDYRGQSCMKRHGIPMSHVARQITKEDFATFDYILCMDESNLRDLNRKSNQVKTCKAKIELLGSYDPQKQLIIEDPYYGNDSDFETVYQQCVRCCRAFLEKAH
#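 material = LMPTP-A | quantity = 0.625 nM enzyme | reagent = OMFP substrate, 400 µM final | buffer or medium = Bis-Tris pH 6.0, DTT, detergent | detection = endpoint fluorescence intensity from OMFP dephosphorylation | dosing = single 20 µM dose | read-out basis = % inhibition relative to no-enzyme and uninhibited control wells | control set = no-enzyme and uninhibited controls | timing = 50 min at room temperature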
# CSN inh: inhibitors of CSN-mediated cullin deneddylation, primary screen, biochemical, fluorescence polarization, uHTS | COP9 signalosome complex subunit 5 (Homo sapiens), Q92905 | Purified CSN, SCF-Nedd8-OG deneddylation | inhibition, % at 12.5 µM | hit rate 0.38% among 360,000;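 active means pattern-corrected inhibition above about 35%, with an unprinted fluorescence ratio check between 0.5 and 1.5, limit read from the data, passing the limit was not always enough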;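 further: 0% = enzyme with substrate and 100% = substrate without enzyme; some results filed as inactive read as strong as hits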
#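 Detection – fluorescence polarization · System – HEK293T-derived human Csn5 enzyme · Controls – substrate-only high control, full reaction low control · Timing – 90 min, room temperature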
# STEP block: STEP phosphatase inhibitors, primary screen, biochemical, fluorescence intensity, uHTS. Tyrosine-protein phosphatase non-receptor type 5 (Homo sapiens), P54829. recombinant STEP, OMFP fluorogenic substrate. inhibition, % at 20 µM. hit rate 0.25% among 360,000. AID 588621, 2011;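 active means inhibition at 20 µM, scaled per plate between control wells, above about 37%, limit read from the data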;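 further: 0% = DMSO with enzyme and substrate and 100% = substrate only without enzyme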
#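 medium = Bis-Tris buffer pH 6.0, 2.5 mM DTT, 0.005% Tween 20 | test system = STEP (striatal-enriched tyrosine phosphatase) enzyme, cell-free | measure = normalized % inhibition | compound dosing = 20 µM, 1% DMSO | also added = 25 µM OMFP | schedule = reaction 20 min, ambient temperature | measured by = fluorescence read at 480 nm ex / 540 nm em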
# SUMO1-SIM PPI: modulators of SUMO1 protein-protein interactions, primary screen, biochemical, uHTS; hit rate 0.33% among 360,000; Small ubiquitin-related modifier 1 (Homo sapiens), P63165; inhibition, % at 20 µM; AID 602429, 2012; SUMO1 binding to a labelled peptide, TR-FRET, 1 h; in the data active means inhibition above about 37%
# Target sequence (P63165 whole entry, looked up): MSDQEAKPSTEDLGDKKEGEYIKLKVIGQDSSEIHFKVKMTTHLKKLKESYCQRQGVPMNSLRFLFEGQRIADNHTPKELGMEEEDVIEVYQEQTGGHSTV
# Numbers without * were called inactive; i = inactive; · = not tested or not shown; + = active, no number.
SMILES,Neddylation inh,DNMT1 inh,NadD inh,Scp1 inh,Rpn11 block,Rin1-Abl PPI inh,LMPTP block,CSN inh,STEP block,SUMO1-SIM PPI
O=C(NCc1ccccn1)C(=O)NCC1OCCN1C(=O)c1ccc(Cl)cc1 (configuration not stated),i,-1,3,2,i,-1,-0.2,1,-2,2
COc1ccc(CN(C(=O)c2cc(=O)c3ccccc3o2)C2CCS(=O)(=O)C2)cc1 (configuration not stated),i,4,-5,-7,i,0,-1.1,3,2,-1
COc1ccc(/C=N/Nc2ccccc2)cc1Cn1nc(C)c([N+](=O)[O-])c1C,i,0,19,-7,i,0,2.5,-1,2,-3
CCOC(=O)Cc1csc(NS(=O)(=O)c2ccccc2)n1,i,-1,2,-10,i,-3,-3.3,1,-6,2
CC(=O)Nc1ccc(NS(=O)(=O)c2cc(-c3n[nH]c(=O)c4ccccc34)ccc2C)cc1,i,-7,0,-5,i,-3,-1.1,-2,-2,5
CC(NC(=O)c1ccccc1)C(=O)OCC(=O)N1c2ccccc2Sc2ccccc21 (configuration not stated),i,-5,-2,-7,i,-3,0.4,1,-2,0
O=C(O)c1cccc(N/N=C(\N=Nc2ccccc2)c2ccccc2)c1,i,-2,3,14,i,2,1.9,-4,1,-30
COCCCNCCOc1ccc(C(C)(C)c2ccccc2)cc1,i,1,-4,1,i,-4,0.2,2,3,-2
CCOc1cc(CNS(=O)(=O)c2cn(C)cn2)cc(OCC)c1OCC,i,2,-4,-1,i,-5,-1.0,1,0,6
Cc1ccc(/C=C/C(=O)NC(=S)Nc2ccccc2C(=O)NC2CCCCC2)cc1,i,19,-2,10,i,-3,-1.9,1,-24,-4
O=C(CSCc1ccccc1Cl)Nc1c[nH]c(=O)[nH]c1=O,i,2,-1,-12,i,0,-3.0,-3,-3,4
CCN(C(=O)c1c(OC)cccc1OC)c1nnc(-c2cccnc2)s1,i,4,0,8,i,0,-0.3,-4,-3,1
O=C1C(SCCO)=C(SCCO)C(=O)c2ccccc21,i,81*,5,-6,i,-2,22,25,24,35
CCCCOc1ccc(/C=C(\C#N)C(=O)NC2CC2)cc1,i,4,-4,-7,i,-4,-0.4,-2,-1,-21
Cc1ccc(C(NC(=O)N2CCOCC2)C(Cl)(Cl)Cl)cc1F (configuration not stated),i,0,-2,-8,i,2,-0.3,-6,3,2
CC(C)Cn1c(N)c(C(=O)CSc2nncs2)c(=O)n(C)c1=O,i,2,0,-4,i,3,-0.7,5,-1,3
CCN1CCN(c2ccc(S(=O)(=O)N3CCCCC3)cc2NC(=O)c2sccc2C)CC1,i,-4,1,30,i,1,0.0,0,-1,3
O=C(Nc1ccccc1Cl)c1cc(C2CCCN(C(=O)c3cccs3)C2)on1 (configuration not stated),i,-6,-6,·,i,0,0.3,-4,-3,-7
COc1c2ccoc2nc2c(OC)c(O)ccc12,i,-3,-4,-10,i,-6,-0.8,0,0,12
CC(Oc1ccc2c3c(c(=O)oc2c1)CCCC3)C(=O)NCCN1CCOCC1 (configuration not stated),·,3,-3,-11,i,-4,-2.2,-2,-1,-5
CCOC(=O)c1cn(CC)c2ccc(S(=O)(=O)N3CC(C)CC(C)C3)cc2c1=O (configuration not stated),i,6,2,6,i,-6,-1.2,0,1,1
Cc1ccc(NC(=O)c2cccc(OC(F)F)c2)c(OC(F)F)c1,i,-2,-2,-2,i,-3,1.4,-7,0,-4
CCOc1ccc(/C=N/OCC(=O)Nc2ccc(OCc3ccccc3)cc2)cc1OC,i,-4,-7,-5,i,-1,2.1,-2,-1,0
Cc1ccc(N(CC(=O)Nc2ccc(F)c(Cl)c2)S(=O)(=O)c2c(C)noc2C)cc1,i,-4,0,-12,i,-3,4.5,1,-1,-2
Cc1ncc(CO)c(/C=N/NC(=O)c2ccoc2C)c1O,·,2,-3,-5,i,1,0.7,-5,-2,-11
Cc1ccc(N2CCN(C(=O)C(=O)c3cccc([N+](=O)[O-])c3)CC2)cc1,i,·,·,·,·,·,-0.6,-4,·,-23
CCc1ccc(N(CC(=O)N2CCCCCC2)S(C)(=O)=O)cc1,i,8,-2,0,i,0,1.8,4,2,-8
CC(C)N1C(=O)C(O)(C2COC(C)(C)CC2=O)c2ccccc21 (configuration not stated),i,-3,-1,6,i,-3,-0.8,0,-1,-13
CCOC(=O)N1CCN(C(=O)CSc2nc(CC)nc3c2c(=O)n(C)c(=O)n3C)CC1,i,4,1,-1,i,6,-1.3,-4,-2,-3
COc1ccc(CCNC(=O)CSc2ncc(C(=O)Nc3ccccc3)c(=O)n2C)cc1,i,7,-3,1,i,2,0.2,7,1,-34
CNc1ncc(C(=O)c2ccc(F)cc2)s1,i,48,-3,-3,i,-2,-0.4,-4,13,-17
COc1ccc(C(NC(=O)CC(C)C)NC(=O)CC(C)C)cc1OC,i,0,-5,0,i,0,0.4,1,-1,2
CC(=O)Oc1cccc(/C=C2\Sc3ccccc3C2=O)c1,i,3,-10,-4,i,0,2.6,7,-2,-20
O=C(Nc1ccc(SC(F)F)cc1)c1ccc(F)cc1,i,2,-11,-1,i,0,0.3,-1,-3,3
CCCN(CC(=O)Nc1ccc(Cl)cc1Cl)C(=O)/C=C/c1cc(OC)ccc1OC,·,-8,-3,-18,i,2,6.4,-2,2,-3
O=c1c2c(nc3c(-c4ccccc4)c[nH]n13)CCC2,·,-9,4,1,i,2,0.3,-1,2,-1
O=C(Cn1nc(-c2ccc(Cl)cc2)ccc1=O)NCC1COCCO1 (configuration not stated),i,2,0,-3,i,2,-0.3,3,-5,-18
CC(=O)c1ccc(OC(=O)COc2ccccc2)cc1,i,0,5,-11,i,1,0.2,1,0,-1
CCOC(=O)N1CCN(C(=O)C2CCN(Cc3nc(-c4ccccc4C)oc3C)CC2)CC1,i,0,0,-12,i,-4,0.1,-5,1,0
COc1ccc(C(F)(F)F)cc1N/C=C\c1nnnn1-c1ccccc1,i,-3,1,3,i,-2,2.3,2,2,3

# Part of the list above in order of formula weight, high to low.
SMILES,Neddylation inh,DNMT1 inh,NadD inh,Scp1 inh,Rpn11 block,Rin1-Abl PPI inh,LMPTP block,CSN inh,STEP block,SUMO1-SIM PPI
CCOc1ccc(/C=N/OCC(=O)Nc2ccc(OCc3ccccc3)cc2)cc1OC,i,-4,-7,-5,i,-1,2.1,-2,-1,0
COc1ccc(/C=N/Nc2ccccc2)cc1Cn1nc(C)c([N+](=O)[O-])c1C,i,0,19,-7,i,0,2.5,-1,2,-3
COc1ccc(C(F)(F)F)cc1N/C=C\c1nnnn1-c1ccccc1,i,-3,1,3,i,-2,2.3,2,2,3
COc1c2ccoc2nc2c(OC)c(O)ccc12,i,-3,-4,-10,i,-6,-0.8,0,0,12

# Carrying on:
SMILES,Neddylation inh,DNMT1 inh,NadD inh,Scp1 inh,Rpn11 block,Rin1-Abl PPI inh,LMPTP block,CSN inh,STEP block,SUMO1-SIM PPI
CCOC(=O)N1CCC(N(CCCOC)C(=O)Nc2cccc(OC)c2)CC1,i,3,-7,-11,i,4,-0.2,3,0,1
CCc1ccc(Nc2nnc(SCC(=O)N(C)CC(=O)Nc3ccccc3CC)s2)cc1,i,-7,0,-3,i,0,0.7,1,-1,2
O=C(O)Cc1c(-c2ccccc2)c2cc(Br)ccc2[nH]c1=O,i,9,-7,2,i,-2,-1.2,2,1,-1
CN=c1scc(-c2ccccc2F)n1/N=C/c1ccc(O)c(O)c1O,i,-10,23,22,i,6.3*,57*,0,8,-14
O=C(CN(C(=O)c1csnn1)c1ccccc1Cl)NC1CCCC1,i,2,-9,-6,i,1,-1.4,8,-2,-1
Cc1ccnc(NS(=O)(=O)c2ccc(NC(=O)C34CC5CC(C)(CC(C)(C5)C3)C4)cc2)n1,i,0,23,-10,i,-3,1.2,-3,-4,3
COc1ccc(N2CCN(C(=O)NC(=O)c3ccccc3)CC2)cc1,i,0,-2,-2,i,0,0.1,3,1,0
CN1C(C(=O)Nc2ccc(OC(F)(F)F)cc2)=CC(c2ccco2)=NS1(=O)=O,i,5,-3,-8,i,1,2.9,-4,1,-31
CCOC(=O)c1cn2nc(Oc3cccc(C(F)(F)F)c3)ccc2n1,+,5,0,-7,i,4,1.2,7,-1,8
Cc1cnc(NC(=O)Cc2ccc(S(=O)(=O)N3CCOCC3)s2)s1,i,-2,4,0,i,2,-0.4,0,1,-8
Cc1ccc(C(=O)OCc2ccc3c(c2)OCO3)cc1S(=O)(=O)N1CCCCC1,i,0,-6,-15,i,5,3.7,-4,5,5
Cc1cc(C)cc(NC(=O)CSc2nc3nc(C)cc(C)c3c(=O)[nH]2)c1,i,-3,16,-5,i,-1,-0.6,-1,-1,9
COc1ccc(/C=N/NC(=O)c2cc3cc(OC)c(OC)cc3[nH]2)cc1,+,1,6,-4,i,-4,2.9,-2,2,0

# Copied from the results shown for reference:
SMILES,Neddylation inh,DNMT1 inh,NadD inh,Scp1 inh,Rpn11 block,Rin1-Abl PPI inh,LMPTP block,CSN inh,STEP block,SUMO1-SIM PPI
O=C(NCc1ccccn1)C(=O)NCC1OCCN1C(=O)c1ccc(Cl)cc1 (configuration not stated),i,-1,3,2,i,-1,-0.2,1,-2,2
COc1ccc(CN(C(=O)c2cc(=O)c3ccccc3o2)C2CCS(=O)(=O)C2)cc1 (configuration not stated),i,4,-5,-7,i,0,-1.1,3,2,-1
COc1ccc(/C=N/Nc2ccccc2)cc1Cn1nc(C)c([N+](=O)[O-])c1C,i,0,19,-7,i,0,2.5,-1,2,-3
